RAD54 branch = inhibitors of human RAD54 branch migration; Q92698; hit rate 0.14% among 360,000; RAD54 Holliday junction branch migration, FAM/BHQ fluorescence; inhibition, % at 10.4 µM;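 active = mean normalized replicate activity at least 40 and at least half of replicates scoring 40 or more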;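 note: 0% = median of neutral control wells and 100% = median of positive control wells; inhibitors cause a drop in the FAM fluorescence signal; in these data hits start at about 50%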
PglD inh = blocks C. jejuni PglD acetyltransferase activity; purified PglD enzyme, DTNB colorimetric CoA detection; inhibition, % at 12.5 µM; hit rate 0.098% among 360,000; in the data active = inhibition above about 16%, passing the limit was not always enough; note: strong numbers were not always called active
PGC1a acetyl inh = PGC1a acetylation modulation, inhibitor mode. hit rate 0.17% among 350,000. U2OS PGC1a acetylation, AlphaScreen anti-acetyl-lysine; with virally co-expressed GCN5 acetyltransferase. inhibition, % at 15.6 µM;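 active = every replicate shows inhibition of at least 40%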;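 note: 0% = neutral control wells and 100% = positive control wells; some results beyond the cut were filed as inactive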
E-selectin induc = induces E-selectin expression in human endothelial cells | hit rate 0.37% among 260,000 | P16581 | HUVEC E-selectin immunofluorescence imaging; normalized: neutral wells 0, TNF-alpha wells 100 | activation, % at 7.58 µM;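 active = mean E-selectin-positive cell signal at least 10% of the positive control, reached in at least 60% of replicates, without over 20% cell loss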;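 note: in these data hits start at about 27%; measured in HUVEC primary endothelial cells; signal is the percent of cells scored E-selectin positive by PE staining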
Target sequence (P16581 whole entry, looked up): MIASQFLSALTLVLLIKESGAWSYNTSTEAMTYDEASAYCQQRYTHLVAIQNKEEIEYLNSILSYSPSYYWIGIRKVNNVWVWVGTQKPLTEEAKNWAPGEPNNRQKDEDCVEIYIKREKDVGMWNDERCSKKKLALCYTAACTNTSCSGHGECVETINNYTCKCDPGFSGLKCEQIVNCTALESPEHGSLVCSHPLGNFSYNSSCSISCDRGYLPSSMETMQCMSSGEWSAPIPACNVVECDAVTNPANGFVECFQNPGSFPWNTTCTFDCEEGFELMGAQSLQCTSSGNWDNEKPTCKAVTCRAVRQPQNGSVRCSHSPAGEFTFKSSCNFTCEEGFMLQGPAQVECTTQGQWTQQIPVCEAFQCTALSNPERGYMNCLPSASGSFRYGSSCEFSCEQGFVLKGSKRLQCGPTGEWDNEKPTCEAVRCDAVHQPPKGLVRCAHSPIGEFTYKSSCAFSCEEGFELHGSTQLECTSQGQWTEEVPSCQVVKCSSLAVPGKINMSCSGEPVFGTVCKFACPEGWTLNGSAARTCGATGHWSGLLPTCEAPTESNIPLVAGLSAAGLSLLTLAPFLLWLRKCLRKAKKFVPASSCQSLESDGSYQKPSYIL
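Assay system: HUVEC primary endothelial cells. Input: 3,000 HUVEC seeded per well. Doses: one compound dose added by pin transfer. Read-out basis: % PE-positive cells. Benchmarks: TNF-alpha high, DMSO low. Detection: immunofluorescence imaging. Buffer or medium: EGM-2, gelatin.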
miR122 inh = inhibitors of miR-122 in Huh7 cells; Huh7 miR-122 Renilla luciferase sensor, 48 h; neutral wells = 0, positive control = 100; activation (reporter increase), % at 12.5 µM; hit rate 0.3% among 340,000; AID 602342;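 active = mean replicate activation score at least 90 and every replicate individually at or above 90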;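 note: higher luciferase means less miR-122 activity so hits act as miR-122 inhibitors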
RAD52 inh = RAD52 (human) annealing inhibition; recombinant RAD52 DNA annealing, FRET fluorescence; hit rate 0.46% among 360,000; P43351; inhibition, % at 18.7 µM;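 active = every replicate showing at least 50% inhibition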
Target sequence (P43351 whole entry, looked up): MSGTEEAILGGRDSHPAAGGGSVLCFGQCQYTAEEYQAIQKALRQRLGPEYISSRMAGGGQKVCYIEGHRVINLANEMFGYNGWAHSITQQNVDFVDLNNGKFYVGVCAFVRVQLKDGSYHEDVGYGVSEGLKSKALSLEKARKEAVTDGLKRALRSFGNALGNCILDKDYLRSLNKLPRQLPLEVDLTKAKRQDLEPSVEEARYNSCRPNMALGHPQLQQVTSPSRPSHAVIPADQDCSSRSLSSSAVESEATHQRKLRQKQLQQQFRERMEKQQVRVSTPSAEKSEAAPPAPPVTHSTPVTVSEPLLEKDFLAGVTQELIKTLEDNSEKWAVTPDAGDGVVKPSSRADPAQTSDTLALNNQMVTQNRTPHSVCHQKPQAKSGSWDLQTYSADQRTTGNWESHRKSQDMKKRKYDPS
Cneo AK release = causes C. neoformans cell lysis; hit rate 0.2% among 360,000; lysis activity, % at 15 µM; AID 651654; adenylate kinase release luminescence, 4 h; normalised: neutral wells 0, clomiphene wells 100;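 active = mean lysis activity across replicates of at least 80%, whatever share of replicates individually reach that level; inactive = mean lysis activity below 80%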
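Test system: log-phase Cryptococcus neoformans yeast cells. Input: 5 × 10^6 yeast cells/mL. Medium: fresh YPD growth medium. Doses: single dose. Incubation: static 4 h at 37 °C with compound, 1 h detection. Measured by: luminescent adenylate kinase detection reagent. Read-out: signal increase indicating cell lysis. Benchmarks: Clomiphene.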
ERAP1 HTS inh = inhibitors of human ERAP1 aminopeptidase; Q9NZ08; recombinant ERAP1, Leu-AMC fluorescence, 60 min; inhibition, % at 10.7 µM; hit rate 0.15% among 340,000; AID 652197;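 active = mean replicate inhibition of at least 30%, or all replicates individually reaching that 30% level; inactive = mean below 30% and not every replicate reaching it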;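 note: 0% = neutral control wells and 100% = L-leucinethiol positive control wells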
Active calls of the source: *; / = no result given; [ ] = another dose, or the depositor's remark.

(1) Cc1ccc(S(=O)(=O)c2nc(C)c3c(n2)CCC3)cc1
(2) CSc1c(-c2ccccc2)nc2ccc(Cl)cc2c1C(=O)O
(3) CCCCN(C(=O)CC1CCCC1)c1c(N)n(CC(C)C)c(=O)[nH]c1=O
(4) Cc1ccccc1-c1cnc2c(c1)C(=O)N([C@H](C)CO)C[C@@H](C)[C@@H](CN(C)Cc1cccnc1)O2
(5) COc1cc(/C=C2\CCn3c2nc2cc(C(=O)O)ccc2c3=O)ccc1OC(F)F
(6) COc1ccc(CCN2CC(C(=O)OCC(=O)NC(Cc3ccccc3)C(C)=O)CC2=O)cc1OC (configuration not stated)
Compound	1	2	3	4	5	6
RAD54 branch	9	2	-10	8	-5	-14
PglD inh	-5	-10	3	1	-4	0
PGC1a acetyl inh	10	-8	11	12	11	15
E-selectin induc	/	/	0.8	-0.3	0.2	-0.8
miR122 inh	-1	4	2	2[16.7 µM]	-2	3
RAD52 inh	/	/	0	-11	-4	-14
Cneo AK release	7	1	0	-3	0	0
ERAP1 HTS inh	/	/	-2	0	7	0

An excerpt of these results, tab-delimited:
cpd	SMILES	RAD54 branch	PglD inh	PGC1a acetyl inh	E-selectin induc	miR122 inh	RAD52 inh	Cneo AK release	ERAP1 HTS inh
6	COc1ccc(CCN2CC(C(=O)OCC(=O)NC(Cc3ccccc3)C(C)=O)CC2=O)cc1OC (configuration not stated)	-14	0	15	-0.8	3	-14	0	0
1	Cc1ccc(S(=O)(=O)c2nc(C)c3c(n2)CCC3)cc1	9	-5	10	/	-1	/	7	/

Next section:
(7) C=CCC(=O)N1CCCC(CO)(Cc2ccc(F)cc2F)C1 (configuration not stated)
(8) COc1cccc(C(NC(C)=O)c2nc(-c3csc4ccccc34)cs2)c1 (configuration not stated)
(9) O=C(NCC(F)(F)F)[C@@H]1[C@@H](CO)[C@@H]2Cn3c(cccc3=O)[C@H]1N2CCC(F)(F)F
(10) COc1ccc2cc[nH]c2c1
(11) CN1C(=O)/C(=C/C=C2\SCCN2C)N(C)C1=S
(12) C[C@H](CO)N1C[C@H](C)[C@@H](CN(C)CC2CCCCC2)Oc2ccc(N(C)C)cc2CC1=O
Compound	7	8	9	10	11	12
RAD54 branch	-2	3	/	5	5	4
PglD inh	-4	4	/	0	2	-1
PGC1a acetyl inh	/	3	-1	/	-17	-24
E-selectin induc	0.2	0.5	0.2	4.7	/	/
miR122 inh	/	5	/	-4	-1	15[16.7 µM]
RAD52 inh	0	4	-21	-8	-35	12
Cneo AK release	0	-2	/	0	2	-1
ERAP1 HTS inh	0	12	2	-2	-2	-2

(13) CCCSc1ccc([C@@H]2[C@@H]3C(=O)N(CC)C(=O)[C@@H]3[C@]3(C(=O)OC)CCCCN23)cc1
(14) COc1ccc(S(=O)(=O)Nc2ccc3c(c2)C(=O)N([C@@H](C)CO)C[C@@H](C)[C@@H](CN(C)Cc2ccncc2)OCCCC[C@H](C)O3)cc1
(15) Cc1cc(NCc2ccccc2Cl)n2nnnc2n1
(16) CCCCNC(=O)C1(C)CCCCN1Cc1ccc(-c2ccccc2)cc1 (configuration not stated)
(17) COc1cccc(S(=O)(=O)N2CCCCN3[C@H](C2)[C@H](c2ccc(-c4cncnc4)cc2)[C@@H]3CO)c1
(18) COc1ccccc1CNC(=O)C[C@H]1C[C@H]2c3cc(NC(=O)Nc4ccc(C(F)(F)F)cc4)ccc3O[C@H]2[C@@H](CO)O1
Compound	13	14	15	16	17	18
RAD54 branch	0	-2	-14	7	-9	4
PglD inh	-2	0	8	0	2	3
PGC1a acetyl inh	-8	10	-12	4	0	4
E-selectin induc	-0.1	0.3	/	-0.3	-0.4	0.3
miR122 inh	-1	11[16.7 µM]	-1	1	2[16.7 µM]	2[16.7 µM]
RAD52 inh	-119	-6	/	-30	/	9
Cneo AK release	0	4	1	0	1	1
ERAP1 HTS inh	/	1	/	-2	/	1

(19) C[C@H](O)C#Cc1ccc2c(c1)O[C@H](CN(C)C(=O)Nc1ccccc1)[C@@H](C)CN([C@@H](C)CO)S2(=O)=O
(20) CN1C(=O)c2cc(NC(=O)Nc3ccccc3F)ccc2OC[C@H]2O[C@H](CC(=O)NCc3ccc(-c4ccccc4)cc3)CC[C@@H]21
(21) Cn1c(C(=O)N2CCN(Cc3ccccc3)CC2)cc2c(=O)n(C)c3ccccc3c21
(22) Cc1nn(C)c(Oc2ccc(Cl)cc2)c1C=O
(23) CCNC(=O)COc1cc(C)c(Br)c(C)c1
(24) COCC(=O)NC[C@H]1N[C@H](CO)[C@H]1c1ccc(C2=CCCCC2)cc1
Compound	19	20	21	22	23	24
RAD54 branch	3	1	23	-1	2	0
PglD inh	2	-3	-3	5	3	0
PGC1a acetyl inh	-3	0	/	15	10	1
E-selectin induc	0.1	0.0	0.0	/	/	0.0
miR122 inh	15[16.7 µM]	17[16.7 µM]	-4	2	17	-29[16.7 µM]
RAD52 inh	-3	-18	1	/	-5	-49
Cneo AK release	1	1	-3	-2	-1	0
ERAP1 HTS inh	3	-3	-1	/	-2	-3

One compound at a time, from the list above.
Record of C[C@H](O)C#Cc1ccc2c(c1)O[C@H](CN(C)C(=O)Nc1ccccc1)[C@@H](C)CN([C@@H](C)CO)S2(=O)=O = RAD54 branch: 3; PglD inh: 2; PGC1a acetyl inh: -3; E-selectin induc: 0.1; miR122 inh: 15[16.7 µM]; RAD52 inh: -3; Cneo AK release: 1; ERAP1 HTS inh: 3
Record of Cn1c(C(=O)N2CCN(Cc3ccccc3)CC2)cc2c(=O)n(C)c3ccccc3c21 = RAD54 branch: 23; PglD inh: -3; PGC1a acetyl inh: /; E-selectin induc: 0.0; miR122 inh: -4; RAD52 inh: 1; Cneo AK release: -3; ERAP1 HTS inh: -1

Next records follow:
(25) CCOc1cc(/C=C/C(=O)OCC(=O)N(CC)C2CCS(=O)(=O)C2)cc(Cl)c1OC (configuration not stated)
(26) C[C@@H]1CCCCO[C@@H](CN(C)Cc2ccccc2)[C@@H](C)CN([C@H](C)CO)C(=O)c2cc(NC(=O)c3ccccc3)ccc2O1
(27) COc1ccccc1-c1ccc2c(c1)[C@@H]1[C@@H](CCN1S(=O)(=O)c1ccccc1OC)[C@H](CO)N2
(28) CC(=O)Nc1ccc(Oc2ccc(S(=O)(=O)N3CCCC3)cn2)cc1
(29) Cc1nnc(SCc2nnc(-c3ccccc3Br)o2)s1
(30) C=C(C)C(=O)Nc1cccc(C2=NOC3(C2)C[C@H](C(N)=O)N(C(=O)C(c2ccccc2)c2ccccc2)C3)c1 (some centres not stated)
Compound	25	26	27	28	29	30
RAD54 branch	7	13	-13	5	/	4
PglD inh	1	-4	0	2	/	3
PGC1a acetyl inh	13	15	-2	9	10	-2
E-selectin induc	1.8	/	-0.7	0.5	0.3	/
miR122 inh	-4	32[16.7 µM]	-3[16.7 µM]	17	/	2
RAD52 inh	-19	/	/	-21	-9	/
Cneo AK release	-1	15	-4	6	/	0
ERAP1 HTS inh	-1	/	/	0	0	/

(31) COCCN(CC1CCCN(C2Cc3ccccc3C2)C1)C(=O)c1cccs1 (configuration not stated)
(32) O=C(C[C@H]1C[C@@H]2c3cc(NC(=O)c4ccc5c(c4)OCO5)ccc3O[C@@H]2[C@H](CO)O1)NCCc1ccccc1
(33) Cc1ccc(S(=O)(=O)N(C)C[C@H]2Oc3c(NS(C)(=O)=O)cccc3C(=O)N([C@@H](C)CO)C[C@H]2C)cc1
(34) Cc1nc2nc(CCNS(=O)(=O)c3ccc(Cl)cc3)cn2nc1C
(35) CCc1c(O)nc(SCC(=O)NC(C)(C)C)n(-c2ccccc2)c1=O
(36) CCc1cccc(C)c1NC(=O)C1CC(=O)N(C2CCCC2)C1 (configuration not stated)
Compound	31	32	33	34	35	36
RAD54 branch	2	9	12	-7	-4	0
PglD inh	-22	3	2	-2	-22	-4
PGC1a acetyl inh	-7	-3	5	/	13	-3
E-selectin induc	1.2	-0.2	-0.1	-0.8	/	4.3
miR122 inh	0	3[16.7 µM]	0[16.7 µM]	/	0	-1
RAD52 inh	-9	7	3	-14	/	2
Cneo AK release	-4	-1	0	5	-2	-3
ERAP1 HTS inh	-5	-1	4	-5	/	0

(37) CCOC(=O)N1CCN(C(=O)COC(=O)CSc2cc(C)c(Br)cc2C)CC1
(38) CC(=O)OC[C@@H]1CN(Cc2ccccc2)C[C@H](n2cnc3c(N(C)C(C)C)ncnc32)O1
(39) CN(C)c1nn2c(-c3ccccc3)nnc2o1
(40) Cc1ccc(C(=O)Oc2ccc3c(c2)ncn3C)cc1
(41) C[C@H](CO)N1C[C@H](C)[C@H](CN(C)Cc2ccncc2)Oc2c(NC(=O)c3ccncc3)cccc2C1=O
(42) Nc1nc(-c2ccc(Br)s2)c(Br)s1
Compound	37	38	39	40	41	42
RAD54 branch	/	0	4	9	-7	3
PglD inh	/	1	/	0	-1	-5
PGC1a acetyl inh	-2	/	2	-2	6	10
E-selectin induc	-1.8	/	1.0	/	-0.3	/
miR122 inh	-4	-2	-6	-4	4[16.7 µM]	-9
RAD52 inh	-2	-23	-5	-8	8	/
Cneo AK release	/	0	1	-21	1	1
ERAP1 HTS inh	-5	-3	4	4	1	/

(43) CC(=O)c1sc(NC(=O)CCS(=O)(=O)c2ccccc2)nc1C
(44) Cc1ccc2c(=O)n3c(nc2c1)C(Cc1ccc(O)cc1)NC(=O)c1cc2ccccc2cc1-3 (configuration not stated)
(45) COc1ccc(S(=O)(=O)Nc2cccc3c2O[C@H](CN(C)S(C)(=O)=O)[C@H](C)CN([C@H](C)CO)C3=O)cc1
(46) C[C@H](CO)N1C[C@H](C)[C@H](CN(C)Cc2cccnc2)Oc2ncc(-c3cccc(C#N)c3)cc2C1=O
(47) CCOc1c2ccc(C(=O)NCc3cc(C(F)(F)F)cc(C(F)(F)F)c3)cc2nn1C
(48) O=c1c2ccccc2nc2sc(Nc3ccc(F)cc3)nn12
Compound	43	44	45	46	47	48
RAD54 branch	-2	10	-3	-3	7	4
PglD inh	-8	-4	1	1	-4	9
PGC1a acetyl inh	/	-9	-5	1	2	-6
E-selectin induc	-0.5	1.2	-3.3	0.2	-0.1	0.0
miR122 inh	/	22	0[16.7 µM]	12[16.7 µM]	-7	-3
RAD52 inh	-8	-17	2	-2	-42	-3
Cneo AK release	0	4	50	-9	-1	0
ERAP1 HTS inh	-3	11	0	-1	0	3

(49) O=C(O)c1c(F)c(F)cc2ccccc12
(50) N#Cc1ccc(OCC(=O)Nc2cc(S(=O)(=O)N3CCOCC3)ccc2N2CCOCC2)cc1
(51) COc1ccc(N(C(=O)c2ccncc2)S(=O)(=O)c2ccccc2)cc1
(52) CCCCCCc1cc2cc(-c3nnc(-c4ccccc4OC)o3)c(=O)oc2cc1O
(53) CCn1c(COc2ccc3c(c2)CCCC3)nnc1SCC(=O)Nc1nccs1
(54) O=C(Nc1cc(F)ccc1F)N1CCCCN2[C@H](C1)[C@H](c1ccc(C3=CCCCC3)cc1)[C@@H]2CO
(55) Cc1cc2oc(C(=O)NCc3ccncc3)c(C)c2cc1C
(56) CO[C@@H]1CC[C@@H]2CCOc3c(C#N)cccc3C(=O)N(C)C[C@H](C)C(=O)N(C)C[C@H]1O2
Compound	49	50	51	52	53	54	55	56
RAD54 branch	-3	2	-5	-8	/	-2	-14	-13
PglD inh	1	-3	5	0	/	-2	-10	1
PGC1a acetyl inh	1	-4	1	/	12	3	-7	-2
E-selectin induc	/	0.4	-0.4	/	/	-0.1	0.0	0.1
miR122 inh	-1	-6	-7	24	2	-5[16.7 µM]	-7	/
RAD52 inh	-3	-1	-18	/	9	27	-8	17
Cneo AK release	5	1	-1	2	/	1	4	0
ERAP1 HTS inh	4	1	0	/	1	-1	3	1

Screening data from PubChem.
